High-throughput results from PubChem.
PMK inhibit = S. pneumoniae PMK inhibitors, primary screen, biochemical, mevalonate pathway, pilot trial included. phosphomevalonate kinase (Streptococcus pneumoniae D39). inhibition, % at 10 µM. 65,000 compounds, 0.49% hits. purified PMK, PK/LDH-coupled NADH absorbance 340 nm;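 active = top-ranked compounds by inhibition in the single 10 µM screen, taking a fixed number of the strongest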;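 also: 0% = full reaction with DMSO carrier and 100% = background rate without enzyme reaction; no value below 0 was filed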
HPDE-C7 cytotoxicity = cytotoxicity in HPDE-C7 cells, cell-based, fluorescence, HTS (AID 430); 63,000 compounds, 1.8% hits; HPDE-C7 pancreatic duct cells viability, fluorescence; higher % means a stronger effect; cytotoxicity, % at 10 µM; hits with a dose series show EC50 in µM;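 also: cells exposed to compound for 48 hours before viability readout; 0% = vehicle and 100% = reference cytotoxic drug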
MK inhibit = S. pneumoniae MK inhibitors, primary screen, biochemical, PK/LDH-coupled NADH absorbance; mevalonate kinase [Streptococcus pneumoniae D39]; purified MK, PK/LDH-coupled NADH absorbance 340 nm; inhibition, % at 10 µM; 65,000 compounds, 0.48% hits; AID 555, 2006;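 active = ranked among the strongest by inhibition in the single 10 µM screen, a fixed top-ranked set picked for dose follow-up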; also: no value below 0 was filed
LYP inhibition = LYP phosphatase inhibitors, primary screen, biochemical, DiFMUP fluorescence, recombinant catalytic domain, 10 µM (AID 606); Tyrosine-protein phosphatase non-receptor type 22 (Homo sapiens); inhibition, % at 10 µM, or IC50 in µM where a hit was titrated; 52,000 tested, under 10 active; recombinant LYP catalytic domain, DiFMUP fluorescence; higher % means a stronger effect;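 active = IC50 under 40 µM in the dose-response test; inactive = IC50 of 40 µM or more, or never dose-tested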
DPM-DC inhibit = S. pneumoniae DPM-DC inhibitors, primary screen, biochemical, PK/LDH-coupled NADH fluorescence | 65,000 compounds, 0.49% hits | calls only at 10 µM | purified DPM-DC | AID 556, 2006;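 active = the 320 compounds with the highest percent inhibition in the single-dose primary screen, excluding strongly autofluorescent ones, cut at about 32% in these data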;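 also: kinetic rate of NADH fluorescence loss reporting ADP formed by the decarboxylase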
Bfl-1 displacement = Bfl-1 inhibitors, primary screen, biochemical, fluorescence polarization, FITC-Bid, mouse (AID 432); Bcl-2-related protein A1 (Mus musculus); FITC-Bid BH3 peptide fluorescence polarization displacement; higher % means a stronger effect; displacement, % at 20 µM; hits with a dose series show IC50 in µM; 64,000 compounds, 0.02% hits; in the data active = a potency from the dose series; inactive = the rest, 99 in 100 with displacement below about 15%; also: strong numbers were not always called active
TNAP inhibition = human TNAP enzyme inhibitors, biochemical, luminescent (AID 518). 64,000 compounds, 0.09% hits. Alkaline phosphatase, tissue-nonspecific isozyme (Homo sapiens). purified TNAP enzyme, luminescent substrate readout; higher % means a stronger effect. inhibition, % at 20 µM, or IC50 in µM where a hit was titrated; in the data active = a potency from the dose series; inactive = the rest, 99 in 100 with inhibition below about 22%;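 also: plate controls were vehicle for no effect and reference inhibitor for full effect; many of its hits are not listed in these tables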
HT1080 viability = cytotoxicity in HT1080 fibrosarcoma cells, cell-based, fluorescence readout (AID 620); 87,000 compounds, 0.42% hits; one-dose cytotoxicity, % at 10 µM; EC50 in µM for titrated hits; HT1080 viability, fluorescence; higher % means a stronger effect;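 also: cells exposed to compound overnight then 4 h with Alamar Blue; 0% = vehicle DMSO and 100% = killing control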
HPDE-C7K KRASV12 = cytotoxicity in KRAS-transformed pancreatic duct cells, primary screen, cell-based, fluorescence, HTS (AID 431); HPDE-C7K KRASV12 cells, Alamar Blue viability, 48 h; higher % means a stronger effect; one-dose cytotoxicity, % at 10 µM; EC50 in µM for titrated hits; 63,000 compounds, 1.7% hits;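 active = compounds whose percent cytotoxicity in the single-dose primary screen, scaled between solvent and toxic-drug controls, exceeds 50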;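 also: 0% = DMSO solvent wells and 100% = doxorubicin-treated wells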
PMK inhibit pilot replicates = also measured in PMK inhibit; calls as there; inhibition, %; measured here: pilot screen replicates
MK inhibit pilot replicates = further read-out of MK inhibit, marked with its call; inhibition, %; measured here: pilot screen replicates
DPM-DC inhibit pilot screen % = also measured in DPM-DC inhibit; calls as there; inhibition, %; measured here: pilot screen trials
The depositor's hits bear a star; i = inactive; · = not tested or not shown; + = active, no number. Rule as the data show it, unless noted: active = cytotoxicity above about 50%; inactive = the rest.

SMILES	PMK inhibit	HPDE-C7 cytotoxicity	MK inhibit	LYP inhibition	DPM-DC inhibit	Bfl-1 displacement	TNAP inhibition	HT1080 viability	HPDE-C7K KRASV12	others
O=C(NC1CCN(Cc2ccccc2)CC1)C1CCN(c2nnc(-n3cccc3)s2)CC1	8	-10%	5	0%	i	-8%	11%	-10%	3%
Fc1cc(F)c(F)c(SCCc2ccncc2)c1F	3	-8%	0	2%	i	5%	18%	·	-17%	PMK inhibit pilot replicates=2.5;MK inhibit pilot replicates=0.0;DPM-DC inhibit pilot screen %=1.5
Cn1c(=O)c2c(ncn2CC(=O)OCc2ccccc2)n(C)c1=O	5	3%	3	-2%	i	-4%	0%	0%	4%
O=C(c1cc(-c2ccccc2O)on1)N1CCCC1	0	5%	0	14%	i	-3%	9%	0%	-5%
CCn1nnc(-c2ccccc2NC(=O)c2cc(OC)cc(OC)c2)n1	0	-9%	0	·	i	8%	-11%	1%	19%
CC(C)C(OC(=O)c1ccco1)C(=O)NCc1ccco1 (stereo not drawn)	11	2%	0	5%	i	-7%	4%	2%	-3%
CCN1CCN(Cc2ccc(NC(=O)Nc3ccccc3)cc2)CC1	0	4%	6	8%	i	-4%	2%	-1%	4%	PMK inhibit pilot replicates=2.0;MK inhibit pilot replicates=3.5;DPM-DC inhibit pilot screen %=0.0
O=C(CCCn1c(=S)[nH]c2cc3c(cc2c1=O)OCO3)N1CCN(c2ncccn2)CC1	15	-9%	10	7%	i	-2%	5%	-5%	-13%
Cc1ccc(Cn2nnc3c(=O)n(CC(=O)N4CCCCC4)cnc32)cc1	13	-33%	2	·	i	0%	4%	-1%	-15%
COc1cccc(C2C(C(=O)Nc3cccnc3)=C(C)Nc3nnnn32)c1OC (stereo not drawn)	10	-12%	6	8%	i	-6%	-4%	-4%	-2%
COc1cccc(/C=C2\N=C(SC)SC2=O)c1OC	5	22%	5	12%	i	-2%	3%	7%	9%
O=C1CC(c2ccco2)=Nc2ccccc2N1	7	-6%	13	4%	i	0%	2%	0%	-7%	PMK inhibit pilot replicates=3.0;MK inhibit pilot replicates=0.5;DPM-DC inhibit pilot screen %=2.5
CCCc1ccccc1OCCNC(C)=O	7	2%	8	12%	i	2%	7%	4%	1%	PMK inhibit pilot replicates=0.0;MK inhibit pilot replicates=0.0;DPM-DC inhibit pilot screen %=0.0
COc1cc(-c2nnc(SCC(=O)OC3CCCCC3)o2)cc(OC)c1OC	12	4%	7	·	i	6%	13%	7%	-10%
CC1=C(C#N)C(=O)N(C)C(C)(C)C1	10	·	7	4%	i	2%	4%	-1%	·
O=C(COc1ccc(Cl)cc1)OCC(=O)N1CCCCCC1	7	-1%	5	7%	i	-3%	4%	22%	-1%
Cc1cccc(NC(=O)CCn2nc(C)cc2C)c1	7	-9%	0	7%	i	-16%	1%	8%	-34%
Cc1ccc(CCSCC(=O)O)cn1	3	-5%	11	9%	i	-1%	6%	21%	7%	PMK inhibit pilot replicates=0.0;MK inhibit pilot replicates=0.0;DPM-DC inhibit pilot screen %=1.0
CC1=CC(C)(C)Nc2ccc(OC(=O)c3ccco3)cc21	10	7.1µM*	3	7%	i	-1%	12%	59%*	6.8µM*
CCOC(=O)C1CCN(C(=O)c2cccc(C(=O)N3CCC(C(=O)OCC)CC3)c2)CC1	0	-10%	6	·	i	-6%	10%	-7%	-4%
COc1ccc(S(=O)(=O)N(Cc2cccs2)C2CCCC2)cc1	13	3%	3	·	i	-3%	20%	3%	0%
CC(C)CCN1C(=O)CCC1(C)C(=O)NC1CCCCCC1 (stereo not drawn)	9	-16%	4	16%	i	-8%	3%	-5%	-8%
CCCCC(=O)Nc1sc2c(c1C(N)=O)CCC2	0	-9%	4	-13%	i	6%	10%	1%	-4%
O=C(NCc1ccco1)c1cccc2ccccc12	3	-22%	0	-4%	i	-1%	12%	-3%	-9%
Cn1c(SCc2ccc(Br)cc2)nnc1-c1cccs1	4	4%	8	·	i	1%	10%	-14%	-6%
The results go on:
SMILES	PMK inhibit	HPDE-C7 cytotoxicity	MK inhibit	LYP inhibition	DPM-DC inhibit	Bfl-1 displacement	TNAP inhibition	HT1080 viability	HPDE-C7K KRASV12	others
N#Cc1c(NC(=O)c2cc(-n3cnnc3)ccc2Cl)sc2c1CCCC2	5	-6%	3	5%	i	1%	6%	6%	1%
CC(=O)N1CCN(S(=O)(=O)c2cccc(C(=O)Nc3ccc4c(c3)CCC4)c2)CC1	7	5%	3	-3%	i	-2%	4%	-1%	-10%	PMK inhibit pilot replicates=5.0;MK inhibit pilot replicates=0.5;DPM-DC inhibit pilot screen %=2.0
O=C(CN1C(=O)c2ccccc2C1=O)NCC1CCCO1 (stereo not drawn)	2	-4%	1	·	i	-4%	6%	0%	-6%
Cc1cc(NC(=O)CSc2nc(-c3ccc(F)cc3)cs2)no1	15	-6%	13	·	i	9%	6%	-3%	10%
CCN1CCn2c3c(c4cc(Cl)ccc42)CCCC31 (stereo not drawn)	11	16%	9	3%	i	1%	12%	0%	6%
CCOC(=O)N1CCN(c2nc(-c3ccc(Cl)cc3)cs2)CC1	7	-26%	8	·	i	-6%	18%	6%	-16%	PMK inhibit pilot replicates=1.5;MK inhibit pilot replicates=0.0;DPM-DC inhibit pilot screen %=0.0
CC(C)(C)NC(=O)CSc1nncn1NCc1ccccc1	8	-3%	8	7%	i	2%	-3%	10%	-7%
CCOC(=O)COc1ccc2nsnc2c1Cl	9	-6%	6	1%	+	-8%	6%	-8%	3%
COC(=O)c1cc2c(C)nn(-c3ccccc3)c2s1	7	2%	11	1%	i	-10%	17%	-14%	-8%
COC(=O)c1ccccc1NC(=O)CCNC(=O)Cn1cnc2ccccc2c1=O	5	-9%	8	2%	i	1%	-1%	1%	-8%
O=C(c1cc(-c2ccccc2)nc2ccccc12)N1CCOCC1	6	-13%	2	-3%	i	0%	5%	-10%	-3%
Cc1cccn2c(=O)c3cc(C(=O)N4COCC4(C)C)n(C)c3nc12	12	1%	34	8%	·	5%	-2%	5%	2%
NC(=O)c1oc2ccccc2c1NC(=O)CN1CCCCC1	14	8%	3	·	i	-3%	10%	5%	8%
O=C(c1ccncc1)N(Cc1ccccc1)Cc1nc2ccccc2c(=O)[nH]1	12	-5%	5	·	i	0%	10%	0%	-13%
COC(=O)Nc1nn(Cc2ccccc2F)cc1Br	2	-7%	1	6%	i	-4%	6%	-1%	0%
O=C(OCN1C(=O)c2ccccc2C1=O)c1ccco1	2	6%	1	8%	i	-2%	0%	12%	0%
Cc1c(NC(=O)NCCN2C(=O)C3C4C=CC(C4)C3C2=O)c(=O)n(-c2ccccc2)n1C (stereo not drawn)	17	-7%	0	-7%	i	1%	5%	-6%	-4%
COC(=O)CC1SC(=O)NC1=Nc1ccccc1 (stereo not drawn)	11	3%	7	·	+	-5%	3%	-1%	10%
O=C(CCCNS(=O)(=O)c1cccs1)N1CCN(c2cccc(Cl)c2)CC1	2	-6%	11	·	i	1%	7%	-18%	2%
Cn1c(C(=O)NCc2cccnc2)cc2sc(Cl)cc21	3	-10%	0	2%	i	-8%	5%	9%	-4%
COc1ccccc1-c1c(C)nn2c(N3CCC4(CC3)OCCO4)cc(C)nc12	12	4%	0	17%	i	-1%	14%	-13%	-11%	PMK inhibit pilot replicates=2.5;MK inhibit pilot replicates=1.0;DPM-DC inhibit pilot screen %=3.0
Oc1ccccc1NCC(O)Cn1ccc2ccccc21 (stereo not drawn)	7	13µM*	19	·	i	-2%	1%	10%	13µM*
Cc1ccccc1NC(=O)NCCc1nc2ccccc2[nH]1	9	1%	8	14%	i	-11%	13%	6%	0%
COc1ccc(CNC(=O)c2cnc3scc(C)n3c2=O)cc1	13	-6%	5	12%	·	5%	7%	2%	0%
O=C(NC(NC1CCS(=O)(=O)C1)C(=O)c1cccs1)c1ccccc1 (stereo not drawn)	5	-4%	7	-3%	i	-6%	9%	-8%	8%	PMK inhibit pilot replicates=0.0;MK inhibit pilot replicates=0.0;DPM-DC inhibit pilot screen %=0.0
Additional compounds:
SMILES	PMK inhibit	HPDE-C7 cytotoxicity	MK inhibit	LYP inhibition	DPM-DC inhibit	Bfl-1 displacement	TNAP inhibition	HT1080 viability	HPDE-C7K KRASV12	others
c1coc(CNc2c3c(nc4ncnn24)CCC3)c1	16	-7%	·	9%	i	-2%	9%	4%	-4%
CCOC(=O)/C(C#N)=C(\N)C(C)C(=O)Nc1ccccn1 (stereo not drawn)	13	-3%	12	10%	i	-3%	17%	-5%	-10%
Cc1ccc(S(=O)(=O)N2CC3CCC2C3)cc1 (stereo not drawn)	11	7%	0	-2%	i	-6%	4%	-8%	4%
CC(=O)c1cccc(NC(=O)c2cc(-c3ccc(C)cc3)on2)c1	0	0%	3	4%	i	-7%	5%	5%	-6%
COc1cc2c(cc1OC)C(=NCCC(=O)O)NC(C)(C)C2	22	-12%	0	4%	i	1%	8%	4%	-6%
c1csc(-c2noc(COc3ccc4c(c3)CCCC4)n2)c1	0	4%	4	5%	i	-1%	12%	0%	10%
Cc1ccc2oc(=O)c3cnn(CC(=O)NC4CCCCC4C)c3c2c1 (stereo not drawn)	10	-2%	8	10%	i	-12%	7%	-3%	8%
Cc1cc(C(=O)COC(=O)CCC(=O)c2ccc3c(c2)OCCO3)c(C)n1Cc1ccco1	9	-9%	1	4%	i	-3%	7%	2%	-8%
O=C(CSc1nc2ccccc2o1)NCc1ccc2c(c1)OCO2	8	-19%	5	6%	i	-2%	9%	-3%	-8%
O=S(=O)(c1ccc(Cl)cc1)N1CCN(c2ccc(N3CCOCC3)nn2)CC1	0	-5%	0	12%	i	-5%	-2%	·	-18%
CCn1c2c(c3ccc(OC)cc31)CCCC2=O	10	0%	6	9%	i	4%	16%	7%	6%
CCOC(=O)c1sc(NC(=O)c2ccc(S(=O)(=O)N3CCOCC3)cc2)cc1C	17	-2%	6	2%	i	6%	12%	12%	10%
COc1ccc2c(=O)c3c(=O)n(Cc4ccco4)c(-c4ccc(C)cc4)nc3oc2c1	4	13%	7	·	i	-9%	10%	-6%	-2%
CN(Cc1ccccc1)Cc1nc2c(c(=O)n(C)c(=O)n2C)n1CCc1ccccc1	4	·	9	·	i	·	·	-4%	·

Gathered by group, the entries above containing fluorine (three)
SMILES	PMK inhibit	HPDE-C7 cytotoxicity	MK inhibit	LYP inhibition	DPM-DC inhibit	Bfl-1 displacement	TNAP inhibition	HT1080 viability	HPDE-C7K KRASV12	others
Fc1cc(F)c(F)c(SCCc2ccncc2)c1F	3	-8%	0	2%	i	5%	18%	·	-17%	PMK inhibit pilot replicates=2.5;MK inhibit pilot replicates=0.0;DPM-DC inhibit pilot screen %=1.5
Cc1cc(NC(=O)CSc2nc(-c3ccc(F)cc3)cs2)no1	15	-6%	13	·	i	9%	6%	-3%	10%
COC(=O)Nc1nn(Cc2ccccc2F)cc1Br	2	-7%	1	6%	i	-4%	6%	-1%	0%
